NCI-60 one-dose screen, 48 h, at 10 µM unless noted. Numbers give growth in % (100 = growth as untreated, 0 = no growth, -100 = all killed).
HL-60(TB) – HL-60(TB) leukemia cells. 78,000 compounds, 9% hits; active = growth percent below 10
Starred values were filed as active, the others as inactive; & = joins results of further samples.

molecule	HL-60(TB)
N#C/C(=C\c1ccc(Br)cc1)C(N)=O	106
CCC(C)[C@H](NC(C)=O)C(=O)N[C@@H](CCCNC(=N)N)C(=O)N[C@@H](CCCCN)C(=O)N[C@@H](CC1CCC(O)CC1)C(=O)NC(C(=O)N[C@@H](CCSC)C(=O)N[C@@H](CCCNC(=N)N)C(=O)N[C@@]1(C)CCC/C=C\CCC[C@@](C)(C(=O)NC(C(=O)N[C@@H](CCC(=O)O)C(=O)N[C@@H](CC(C)C)C(=O)N[C@H](C(=O)N[C@@H](CCC(=O)O)C(N)=O)C(C)C)[C@@H](C)O)NC(=O)[C@H](CCC(N)=O)NC(=O)[C@H](CC(C)C)NC(=O)[C@H](CC(C)C)NC1=O)[C@@H](C)O (some centres not stated)	97
COc1ccc(C(=O)N=Nc2c(O)n(C)c3ccccc23)cc1	99
COc1cccc2c1O/C(=C\c1ccc([N+](=O)[O-])s1)C2=O	39
NC(=O)N/N=C/CSCc1ccccc1	94
COc1ccc(Nc2c3c4c(cccc4[nH]c2=O)C(=O)c2ccccc2-3)cc1	-60*
c1ccc2c(c1)C(=NCCCN1CCCCCC1)c1cccn1-2	92
Nc1ncnc2c1c(-c1ccccc1)nn2CC(=O)N1CCCCC1	104
Cc1ccc(NC(=O)NNC(=O)/C=C/c2cn(-c3ccccc3)nc2-c2ccc(C)cc2)cc1	90
CCOC(=O)c1ccc2nc(C(F)(F)F)c(C(=O)c3cccs3)nc2c1	98
Cc1ccc(NC(=O)N2c3ccccc3SC2c2ccco2)c(C)c1 (configuration not stated)	98
CNC(=O)c1n[nH]n2c1nc(=O)c1c(C)c(C)sc12	100
OCc1cc(Cl)cc(Cl)c1O	116
C=CCN(CC=C)CCN(CC=C)CC=C	104
CCOc1ccc(-n2nc(C(=O)Nc3cc(OC)c(OC)c(OC)c3)nc2-c2cc(OC)c(OC)c(OC)c2)cc1	98
C=C1C(=O)O[C@H]2[C@H]1CC/C(COC(=O)c1cc(OC)c(OC)c(OC)c1)=C\CC[C@@]1(C)O[C@@H]21	-65*
C/C(=N\NC(=S)Nc1cccc(Cl)c1Cl)c1sc(Nc2ccccc2)nc1C	99
COc1ccc2c(c1)Cc1ccccc1C2=O	94
CC(NC=O)C(=O)O (configuration not stated)	95
CCOC(=O)C(Cc1c[nH]c2ccccc12)(NC(C)=O)C(=O)OCC	91
COc1cc2nc(-c3ccc(-c4nn[nH]n4)cc3)[nH]c(=O)c2cc1OC	94
C=CCC(=O)N[C@@H](/C=C/C(=O)O)Cc1ccc(-c2cc(Cl)cc(Cl)c2)cc1	89
Cc1cccc(Nc2nc(N)nc(N)c2N)c1	82
Clc1cccc(-c2nc(N3CCOCC3)c3c4c(sc3n2)CCCC4)c1	85
Cc1ccc(C(=O)OCC(=O)Nc2ncc(Cl)c(C)c2Cl)s1	99
CN(C)CCCN(c1nc(C(Cl)(Cl)Cl)ns1)c1nc(C(Cl)(Cl)Cl)ns1	24
NC(=S)N/N=C/c1ccc([N+](=O)[O-])o1	109
CCOC(=O)C1[C@@H]2C(=O)N(c3ccc(OC)cc3)C(=O)[C@@H]2[C@H](c2cn(-c3ccccc3)nc2C)N1Cc1ccccc1 (some centres not stated)	98
CS(=O)(=O)CC1=NC(=N)N=C1CS(C)(=O)=O	75
c1ccc2c(-c3cccc4ccccc34)cccc2c1	99
N=C1c2ccccc2-c2ccccc21	94
CCCCCCC(C)(C)c1cc(OC)c2c(c1)OC(C)(C)[C@@H]1CC=C(C)C[C@@H]21	94
c1ccc(Cn2cc(-c3ccccc3)c3ncnc(N4CCOCC4)c32)cc1	110
Oc1ccc(Cl)cc1/C=C1/CCc2cc3cc(Cl)ccc3[o+]c21	92
O=c1c2sc3ccccc3c2nc2ccccn12	103
COC1=CC(=Nc2cc(Br)c(O)c(Br)c2)C=CC1=O	99
CCc1ccccc1[N+](=O)[O-]	79
O=c1[nH]c2cc3c(cc2n2cccc12)oc1ccccc13	111
Nc1nc(-c2nnc(Nc3ccc(Oc4ccccc4)cc3)s2)cs1	90
N#Cc1ccc(OC(=O)Nc2ccc(F)cc2)cc1	100
CN(C)C(Br)C(=O)c1ccccc1 (configuration not stated)	90
O=C(c1ccc(Cl)cc1)c1ccc(Cl)cc1	113
O=C1NC(=O)C(=Cc2cn(CCCCCCn3c4ccccc4c(=O)c4ccccc43)c3ccccc23)C(=O)N1	79
CCN(CC)c1ccnc(CNCCSC(c2ccccc2)(c2ccccc2)c2ccc(C)cc2)c1	-52*
CCC(COC(=O)c1cc(OC)c(OC)c(OC)c1)(c1ccccc1)N(C)C (configuration not stated)	98
S=c1nccc(-c2ccc(-c3ccccc3)cc2)[nH]1	92
Nc1cccc(-c2nc3sccn3c2-c2ccnc(NCCCNS(=O)(=O)c3ccc(F)cc3)n2)c1	111
CCc1nc(C#N)c(N2CCC(c3nc(-c4ccccc4)no3)CC2)o1	100
CN(C)c1nc(NCCNS(=O)(=O)c2ccc(C3=Nc4c(N)nc(N)nc4NC(c4ccc(F)cc4)C3)cc2)nc(Nc2ccc(F)cc2)n1 (configuration not stated)	-25*
NC(=O)Oc1cccc(OC(N)=O)c1	189

Remaining list, next part.
molecule	HL-60(TB)
N#Cc1nc(/C=C2\SC(=S)N(CC3CCCO3)C2=O)cs1 (configuration not stated)	92
CC(=O)NC(C)NC(C)=O	100
Cc1cc(C)c(O)c(CNCCCNCc2cc(C)cc(C)c2O)c1	49
Cc1nc2c(=O)[nH]c(SCC(=O)Nc3cccc(F)c3)nc2[nH]c1=O	105
CCOC(=O)C1=C2C=Cc3c(ccc4ccccc34)N2C(C(=O)C(C)(C)C)C1 (configuration not stated)	109
CC1(C)CC2C3=CCC4[C@@]5(C)CC[C@H](O)C(C)(C)C5CC[C@@]4(C)[C@]3(C)CC[C@@]2(C(=O)O)[C@H](O)C1 (some centres not stated)	105
COC(=O)c1cc(=O)[nH]c(=S)[nH]1	71
COc1cc(-c2nc3cc(N)ccc3o2)cc(OC)c1OC	85
COc1ccc(NC(=O)CSc2ccc(-c3ccccc3)nn2)cc1	100
O=C(Nc1cc([N+](=O)[O-])c2[nH]c(=O)c3ccccc3c2c1)C(F)(F)F	94
CCOC(=O)Nc1ccc2nc(Sc3ccc(Cl)cc3)sc2c1	10
Cc1ccc(C2=NN(c3ccccc3)C(c3ccccc3)C2NC2CCCCC2)cc1 (configuration not stated)	136
Cc1cc(N2CCOCC2)nc(-n2ccc3ccccc32)n1	88
CC(=O)C(=Cc1ccc(Cl)cc1)C(C)=O	102
O=C1NC(=O)C(C2CCCC2)N1 (configuration not stated)	122
COc1ccc(Nc2nc(N)nc3c(OC)nccc23)cc1	99
CCC(N)CO (configuration not stated)	103
Nc1nnc(Cc2ccccc2)n1N	101
COc1ccc(CCC2NCCc3c(Br)c4c(c(OC)c32)OCO4)cc1 (configuration not stated)	-12*
CC(=O)C1CCC2C3CC4OCC5(CCC(O)CC45Br)C3CCC12C (configuration not stated)	92
COc1ccc2cc(C(=O)/C=C/c3c(C)n(C)n(-c4ccccc4)c3=O)ccc2c1	100
CC1(C)N=C(N)N=C(N)N1c1ccc(CCCCc2ccc(Cl)cc2S(=O)(=O)F)c(Cl)c1	15
Nc1nc2c(c3ncccc13)C(c1cccc(Cl)c1)Cc1ncccc1-2 (configuration not stated)	-6.2*
C=C(C)COC(=N)N(CCCC)CCCC	103
COc1ccc(C(C)=O)cc1S(=O)(=O)Nc1cccnc1	129
O=[N+]([O-])c1ccc(N2c3ccncc3Sc3ccncc32)cc1	102
CC(=O)Nc1ccc(Cl)cc1Cl	109
COc1ccc(OC)c(/C=C2/C=C(c3ccc(OC)c(OC)c3)N(CCc3ccc(S(N)(=O)=O)cc3)C2=O)c1	91
Cn1c(=O)c2[nH]c(CCCc3nc4c(c(=O)n(C)c(=O)n4C)n3C)nc2n(C)c1=O	101
CCOC(=O)C(NC(N)=O)C(=O)OCC	104
Cc1ccc(S(=O)(=O)NC2CCCCCCC2)cc1	98
O=C1OC(C(O)C(O)CO)C(O)C1O (configuration not stated)	106&109
C#C[C@]1(O)CC[C@H]2[C@@H]3CC=C4c5sc(-c6ccc([N+](=O)[O-])cc6)nc5CC[C@]4(C)[C@H]3CC[C@@]21C	24
CC(=O)OCN(C)N=Nc1ccc([N+](=O)[O-])cc1	114
CCN(CC)CCN(Cc1ccccc1)C(=O)C1c2ccccc2Oc2ccccc21	94
O=C(/C=C/c1cc2ccccc2[nH]c1=O)c1ccc(-c2ccccc2)cc1	55
O=C1Nc2ccccc2/C1=C/c1cccn1C(=O)c1ccc(Cl)s1	57
CCN(CC)CCNC(=O)n1cc(-c2ccncc2)c(-c2ccc(Cl)c(OC)c2)n1	96
COc1cccc2cc(C(C)C(=O)OCc3cn(-c4cc5ccccc5oc4=O)nn3)ccc12 (configuration not stated)	81
CCCCN(CCCC)CC(O)c1ccc(I)cc1 (configuration not stated)	116
O=C1N(Cc2ccccc2)CC2(Br)COCOC12O (configuration not stated)	67
CC(C)OC(=O)Nc1ccc(F)cc1	97
Nc1ccc(SCc2cc3cc(Cl)ccc3[nH]c2=O)cc1	13
O=[N+]([O-])c1cccc(N=C(Nc2cccc([N+](=O)[O-])c2)c2ccccc2)c1	102
Nc1ccc2cc(Br)c3ccccc3c2c1	46
c1ccc([I+]c2ccccc2)cc1	52
CCCC(=O)Oc1ccc(/C(=C(/C)Cc2ccc(OC)cc2)c2ccc(OCCCN(C)C)cc2)cc1	85
C=C(CN1CC=CCC1)[C@@H]1CC[C@]2(CO)CC[C@]3(C)[C@H](CC[C@@H]4[C@@]5(C)CC[C@H](O)C(C)(C)[C@@H]5CC[C@]43C)[C@@H]12	100
CCOC(=O)c1ccc2c(c1)ncn2-c1ccc(NC(C)=O)cc1	99
O=C1Nc2ccccc2/C1=C\c1nc(-c2ccccc2F)n2ccccc12	73

Following part
molecule	HL-60(TB)
O[C@@H]1CO[C@H]2[C@@H]1OC[C@@H]2O	98
Cc1ccc(-n2cc(-c3ccccc3)c(C3=NCCN3)c2N)cc1	94
COc1cc(-c2nn(C(C)(C)C)cc2-c2ccnc(NCCCNS(=O)(=O)c3cccc(F)c3)n2)ccc1F	75
CC(C)C12NC(=O)NC(=O)N1CCS2 (configuration not stated)	86
O=C1/C(=C/c2coc3ccccc3c2=O)N=C(c2ccccc2)N1c1ccc(S(=O)(=O)Nc2nccs2)cc1	100
c1n[nH]cc1-c1nc2ccc3[nH]ncc3c2c2c1CCCC2	23
O=[N+]([O-])c1ccc2c(c1)C(=Nc1ccccc1)c1ccccc1-2	86
COc1ccc(-c2nn(CC(=O)N3CCOCC3)c(N)c2C#N)cc1	100
COc1ccc(C(=O)CCN(C)C)c(OC)c1	107
CCCCCCCCCCCCCC1=NCC[N+]1(CCO)Cc1ccccc1 (configuration not stated)	-64*
FC(F)(F)C1=NNC(c2ccc3ccccc3c2)=NN1	101
CC(C)OC(=O)/C=C/C(=O)OC(C)C	99
OCc1c(-c2ccccc2)nc2sccn12	130
COc1cc(CNCCO)cc(OC)c1	98
Cc1ccc(-c2nc(NS(=O)(=O)c3ccccc3)nc(Nc3ccc(Cl)cc3)c2C#N)cc1	107
O=C(O)c1ccccc1-c1nnc2c(Cc3ccccc3)nc3ccccc3n12	104
O=C(OCC(O)C(O)C(O)C(O)COC(=O)c1ccccc1)c1ccccc1 (configuration not stated)	120
COc1ccc2[nH]c(=O)c(CSc3ccccc3Nc3nccc(-c4ccc5ccccc5c4)n3)cc2c1	97
Nc1ccc(C(=O)O)c(O)c1 (tested in a mixture with another compound)	94
COC(=O)c1nc(=S)[nH]c(C(=O)OC)c1C(=O)C(C)(C)C	102
COc1ccc2c(c1)O/C(=C\c1ccc([N+](=O)[O-])s1)C2=O	7.5*
COc1cc(C2N=C(SC)NC(C)=C2C(C)=O)ccc1O (configuration not stated)	141
O=C(Nc1ncccc1OCc1cn(Cc2ccc(Cl)cc2)nn1)c1ccccc1	94

Screening results deposited in PubChem by NCI.

This is a subset; rates above refer to the full screens.
